PG9 binder = binders of HIV-1 gp120 antibody PG9, primary screen, biochemical, TR-FRET | HIV-1 gp120 / PG9 antibody interaction | TR-FRET gp120-PG9 antibody binding | inhibition, % at 6.7 µM | actives 0.43% (n = 360,000) | AID 624416, 2012; in the data active = inhibition above about 8.5%
DAX1 inh-1 = DAX1 (NR0B1) inhibitors, primary screen, cell-based, HEK293, Gal4-DAX1, luciferase luminescence; AID 504766, 2011; HEK293 Gal4-DAX1 luciferase reporter; Nuclear receptor subfamily 0 group B member 1 (Homo sapiens), P51843; actives 0.99% (n = 340,000); inhibition, % at 6.75 µM;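 active = inhibition above the mean over all tested compounds plus 3 SD, cut at about 4.2% in these data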;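 note: 0% = DAX1-transfected cells with DMSO and 100% = empty-vector control cells with DMSO; inhibition shows as a rise in luminescence from relieved DAX1 repression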
DAX1 inh-2 = DAX1 (NR0B1) inhibitors on StAR promoter, primary screen, cell-based, luminescence, SF-1 (NR5A1), full-length DAX-1 | HEK293T StAR-luciferase reporter, SF-1/DAX-1 repression relief | inhibition, % at 6.8 µM | actives 1.1% (n = 370,000) | AID 652010, 2013;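 active = inhibition above the mean over all tested compounds plus 3 SD, cut at about 3.6% in these data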;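 note: 0% = DAX-1 cells with DMSO and 100% = cells lacking DAX-1 with DMSO; higher inhibition means more luminescence from relief of DAX-1 repression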
SMARCA2 activ = SMARCA2 (BRM) function activators, primary screen, cell-based, luminescence, high throughput | MG213 cells, MMTV-luciferase reporter, dexamethasone, overnight | activation, % at 9.1 µM | actives 1% (n = 370,000); in the data active = activation above about 7.8%;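 note: 0% = vehicle wells and 100% = reference activator wells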
hgDAF-12 ag = H. glycines DAF-12 receptor agonists, primary screen, cell-based, luminescence, HEK293, GAL4 fusion, UAS-luciferase | actives 1.8% (n = 370,000) | activation, % at 6.8 µM | HEK293 GAL4-hgDAF12 UAS-luciferase reporter, agonist luminescence; normalized to butyrate control | Nuclear hormone receptor DAF-12 (Heterodera glycines), GAL4 fusion;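 active = activation above a cutoff set at the mean of all screened compounds plus 3 SD, cut at about 10% in these data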;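 note: 0% = DMSO wells and 100% = sodium butyrate wells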
PLC-beta3 inh = human PLC-beta3 inhibitors, primary screen, biochemical, fluorescence | 1-phosphatidylinositol 4,5-bisphosphate phosphodiesterase beta-3 (Homo sapiens), Q01970 | Purified PLC-beta3, fluorogenic substrate | inhibition, % at 12.2 µM | actives 0.18% (n = 370,000) | AID 720704, 2013; in the data active = inhibition above about 11%;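 note: 0% = median of compound wells on plate and 100% = full blocker control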
sPLA2-III inh = human group III sPLA2 inhibitors, primary screen, biochemical, QFRET, BODIPY PC-A2 liposome substrate; QFRET BODIPY PC-A2 liposome hydrolysis, fluorescence; inhibition, % at 12.2 µM; actives 0.56% (n = 370,000);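 active = inhibition above mean plus 3 SD of compounds lying within the high and low control bounds, cut at about 19% in these data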;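 note: 0% = median of test compound wells and 100% = no enzyme DMSO wells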
Target sequence (Q9NZ20 whole entry, looked up): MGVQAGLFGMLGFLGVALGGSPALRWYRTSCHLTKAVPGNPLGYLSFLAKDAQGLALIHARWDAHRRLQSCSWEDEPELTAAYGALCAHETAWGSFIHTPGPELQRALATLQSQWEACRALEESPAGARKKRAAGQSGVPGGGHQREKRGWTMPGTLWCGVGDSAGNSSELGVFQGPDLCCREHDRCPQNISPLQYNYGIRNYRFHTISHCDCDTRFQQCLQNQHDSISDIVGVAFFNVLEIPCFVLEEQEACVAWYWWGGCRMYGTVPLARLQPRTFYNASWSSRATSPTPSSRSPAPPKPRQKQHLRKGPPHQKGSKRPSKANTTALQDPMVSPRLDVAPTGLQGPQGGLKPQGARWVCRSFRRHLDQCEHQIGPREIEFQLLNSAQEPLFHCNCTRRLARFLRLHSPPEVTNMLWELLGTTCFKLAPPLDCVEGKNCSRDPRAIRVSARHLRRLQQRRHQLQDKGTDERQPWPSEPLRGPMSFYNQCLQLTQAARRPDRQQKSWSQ
hcDAF-12 act = H. contortus DAF-12 nuclear receptor activators, primary screen, cell-based, luminescence, HEK293, lit1-tk-luc reporter; HEK293 hcDAF-12 lit1-tk-luc reporter; 0% DMSO, 100% Δ7-dafachronic acid; activation, % at 6.8 µM; actives 1.4% (n = 370,000); AID 652067, 2013;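 active = activation above the mean of all tested compounds plus 3 SD, cut at about 5.5% in these data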;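 note: 100% = response to 3 µM Δ7-dafachronic acid high control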
ssDAF12 agonist = S. stercoralis DAF-12 nuclear receptor activators, primary screen, cell-based, luminescence, HEK293, GRIP1 co-expression, lit1-tk-luc | Nuclear hormone receptor DAF-12 (Strongyloides stercoralis) | HEK293 ssDAF-12/GRIP1 lit1-tk-luc reporter; % of 3 µM dafachronic acid response | activation, % at 6.8 µM | actives 1% (n = 370,000);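 active = activation above the mean over all tested compounds plus 3 SD, cut at about 0.9% in these data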;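 note: 0% = DMSO-only wells and 100% = 3 µM delta7-dafachronic acid wells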
GAA850 FXN act = FXN promoter activators, primary screen, cell-based, luciferase luminescence, HEK293 lucGAA850; HEK293 lucGAA850 FXN promoter luciferase reporter, 24 h; percent of 10 µM SAHA response; activation, % at 6 µM; actives 0.56% (n = 360,000); AID 540364, 2011;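 active = activation above the average of all compounds screened plus 3 SD, cutoff fixed separately per campaign, cut at about 7.5% in these data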;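 note: 0% = DMSO wells and 100% = 10 µM SAHA wells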
Rev-erbA mod = modulators of Rev-erb alpha DNA binding, primary screen, biochemical, FITC-DNA, fluorescence polarization, uHTS; Nuclear receptor subfamily 1 group D member 1 (Homo sapiens), P20393; Rev-erbα–FITC-DNA binding, 90 min; activity, % at 10 µM; actives 0.79% (n = 370,000);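 active = activity above about 14%, limit read from the data; passing the limit was not always enough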;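 note: 0% = DMSO wells with 35 nM protein and 100% = DMSO wells with 750 nM protein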
Target sequence (P20393 whole entry, looked up): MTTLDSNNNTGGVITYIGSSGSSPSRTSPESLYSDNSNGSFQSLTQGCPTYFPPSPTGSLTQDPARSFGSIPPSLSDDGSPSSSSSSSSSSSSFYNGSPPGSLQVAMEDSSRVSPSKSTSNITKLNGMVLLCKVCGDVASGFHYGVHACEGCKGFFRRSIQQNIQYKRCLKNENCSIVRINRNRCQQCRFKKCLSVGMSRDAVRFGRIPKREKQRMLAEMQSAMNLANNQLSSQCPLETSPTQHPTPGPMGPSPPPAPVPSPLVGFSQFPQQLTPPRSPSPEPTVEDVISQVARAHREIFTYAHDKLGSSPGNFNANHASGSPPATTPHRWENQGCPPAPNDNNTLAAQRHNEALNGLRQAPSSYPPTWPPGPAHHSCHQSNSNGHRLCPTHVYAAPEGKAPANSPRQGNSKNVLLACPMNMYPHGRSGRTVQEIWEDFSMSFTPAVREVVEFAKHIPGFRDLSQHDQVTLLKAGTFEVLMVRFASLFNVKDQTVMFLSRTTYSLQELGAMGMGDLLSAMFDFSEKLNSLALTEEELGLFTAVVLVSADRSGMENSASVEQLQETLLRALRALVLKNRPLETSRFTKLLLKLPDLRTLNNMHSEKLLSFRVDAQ
Starred values were filed as active, the others as inactive; i = inactive; nt = no result given.

SMILES	PG9 binder	DAX1 inh-1	DAX1 inh-2	SMARCA2 activ	hgDAF-12 ag	PLC-beta3 inh	sPLA2-III inh	hcDAF-12 act	ssDAF12 agonist	GAA850 FXN act	Rev-erbA mod
COc1ccc(-c2cc(C)no2)cc1S(=O)(=O)NCc1cccc(C)c1	-1.3	-0.4	2.1	0.4	2.1	-5.5	-11.3	-1.9	-1.2	-0.3	-3.2
CCc1ccc(-c2cc(C(=O)Nn3cnnc3)c3ccccc3n2)cc1	-1.0	-4.5	6.0*	0.6	6.4	-6.9	-19.6	11.0*	0.8	-3.0	-2.7
COc1ccccc1NC(=O)c1ccccc1SCC(=O)N1CCCC1	-0.9	1.2	0.1	4.0	-2.0	-1.5	-0.5	-1.0	-1.0	-0.8	2.9
COc1ccc(N(CC(=O)N2CCc3ccccc32)S(=O)(=O)c2c(C)n[nH]c2C)cc1	0.4	-1.3	1.3	2.4	-0.7	0.0	-12.0	0.4	-0.6	-3.8	-5.0
O=C(NCCOc1ccccc1)c1ccccc1F	-0.6	1.8	7.0*	7.2	15.0*	8.7	8.3	6.2*	0.6	5.9	-2.3
CCNC(=O)C1CCCN(C(=O)c2ccc(C(F)(F)F)cc2)CC1 (stereo not drawn)	-0.1	nt	0.0	-1.0	0.3	3.7	-0.6	-0.2	-0.4	2.4	1.2
O=C(C(O)c1ccccc1)N1CCN(S(=O)(=O)c2ccc(F)c(F)c2)CC1 (stereo not drawn)	-0.5	nt	-1.0	-1.8	2.4	3.2	4.0	-1.1	-1.0	nt	-1.9
COC(=O)c1cc2c(ccn2-c2ccc(F)cc2)n1CC(=O)OC(C)C	0.4	-2.3	-1.5	-2.6	1.8	-31.9	-27.4	-2.9	-2.3	-1.6	1.1
CC(C)NC(=O)Nc1ccc2c(c1)C(=O)N([C@H](C)CO)C[C@H](C)[C@@H](CN(C)S(=O)(=O)c1cn(C)cn1)O2	0.1	-0.2	0.9	-5.8	3.4	0.6	4.0	0.1	-0.6	-0.1	7.2
COc1cccc(-c2cc(C(=O)N3CCCCC3C)no2)c1 (stereo not drawn)	0.2	2.5	3.4	11.6*	10.3	2.1	-1.6	2.2	-0.1	5.6	1.9
Cc1[nH]c(=O)[nH]c(=O)c1S(=O)(=O)NCC12CC3CC(CC(C3)C1)C2	-0.8	-0.1	-0.5	-0.5	-0.1	-0.5	-2.1	1.2	-1.6	2.4	0.4
CCOc1cc(C(C(=O)NCC2CCCO2)N(C(=O)Cn2nnc3ccccc32)c2cccc(OC)c2)ccc1O (stereo not drawn)	-1.6	-0.1	0.0	-2.9	0.8	-5.5	-13.6	0.2	-1.1	-2.0	3.7
COc1ccc(Nc2nc(C)nc3c2oc2ccccc23)cc1	-2.5	-0.4	-0.4	-1.6	-1.8	-74.1	-1.5	-1.1	-1.3	1.4	2.8
Cc1nc(-c2cc(-c3nc(-c4ccc(C(F)(F)F)cc4)no3)no2)cs1	-1.1	0.5	-0.4	-2.1	2.9	-6.7	-1.0	-0.9	-1.3	-1.1	6.9
COc1cccc(CNCc2ccc(SC)cc2)c1OC	-2.5	-1.0	-0.3	6.1	-0.4	4.1	-8.1	-2.5	-1.3	-0.3	2.8
NS(=O)(=O)c1ccc(NC(=S)NC(=O)c2ccc(-c3ccccc3)cc2)cc1	2.0	-0.3	-0.4	-0.6	-0.2	-0.1	5.9	-1.2	-1.5	1.4	3.0
COc1ccc(OCCC(=O)OCC(=O)c2ccc[nH]2)cc1	-0.1	2.6	-0.5	0.5	2.5	-5.5	-4.5	-0.8	-2.3	1.1	3.0
CCc1c(C(=O)N/N=C/c2ccco2)nnn1-c1nonc1N	-3.3	-0.4	0.0	-0.9	0.1	-4.9	-2.5	-0.1	-1.3	-0.1	5.4
CCc1[nH]nc(C(=O)NC2CCCc3c2cnn3-c2cc(C)cc(C)c2)c1C (stereo not drawn)	0.1	-0.2	2.6	2.7	-1.4	-4.6	-3.0	-1.9	-0.7	-1.7	-3.2
CCN(CC)S(=O)(=O)c1cc(NC(=O)C(C)Nc2ccccc2N2CCOCC2)ccc1C (stereo not drawn)	0.8	-3.1	-1.0	-2.7	-3.6	-2.7	-15.3	-3.5	-2.2	-2.4	3.9
COc1ccc(C(C)(C)C)cc1NC(=O)C1=CC=CN2CCS(=O)(=O)N=C12	1.2	-0.5	-1.4	-0.8	2.4	-43.6	3.3	0.2	-1.6	-0.5	24.3*
Cc1nnsc1C(=O)NNS(=O)(=O)c1ccccc1	-2.1	0.8	1.1	-3.9	0.1	2.5	-0.9	-1.2	-1.2	-1.0	4.8
O=C(CSCc1ccc(Br)cc1)N1CCOCC1	0.0	-0.4	0.3	0.6	3.7	2.6	4.4	0.8	-1.0	3.5	-1.8
CCCNC(=O)c1cc(C2CCCCN2S(=O)(=O)c2ccc(OC)cc2)on1 (stereo not drawn)	-0.4	nt	-0.2	-3.0	-3.7	5.0	13.2	-0.4	-0.9	0.4	7.0
COC(=O)Cc1c(C)c2ccc(OCC(=O)NC3CCS(=O)(=O)C3)cc2oc1=O (stereo not drawn)	-1.8	0.6	-0.1	0.8	-0.9	-188.4	1.6	-0.8	-1.1	2.6	4.0
COc1ccccc1NC(=O)c1ccccc1S(=O)(=O)c1ccccc1[N+](=O)[O-]	-2.4	-1.2	-0.5	2.4	-2.7	2.7	-1.3	0.1	-1.7	0.0	-2.9
COc1ccc2cc(C(=O)C3CCCN(C(=O)Cc4c(C)noc4C)C3)ccc2c1 (stereo not drawn)	-0.1	-0.7	-0.7	-1.5	1.1	i	-12.7	-2.0	-2.0	-0.8	-5.5
Cc1cccc(NC(=O)C(Cc2ccccc2)c2nn[nH]n2)c1C (stereo not drawn)	-2.0	3.0	-0.3	0.2	0.2	-3.4	-2.8	-1.2	-1.0	1.9	1.2
CCc1ccc(N2CN(Cc3cccnc3)CNC2=S)cc1	1.7	1.6	0.3	-4.4	-1.3	2.3	15.1	-0.3	-1.1	2.1	-0.2
CN(C(=O)COC(=O)c1ccc2ccccc2n1)C1CCS(=O)(=O)C1 (stereo not drawn)	-1.0	0.9	-0.5	-0.1	0.7	2.2	3.1	0.4	-1.9	2.3	2.3
COCCCN1C(=O)C(=O)/C(=C(/O)c2ccccc2)C1c1ccc(N(C)C)cc1 (stereo not drawn)	-0.9	-0.5	0.6	3.4	0.0	-13.1	8.3	-0.4	-1.3	3.1	3.7
Cn1c(=O)c2c(nc(Oc3ccc(-c4ccccc4)cc3)n2C)n(C)c1=O	-3.0	1.0	0.0	2.8	1.7	2.5	-2.0	-0.7	-1.5	0.4	2.0
COc1ccc(CN(C)CC2CCCN(CCc3ccc(F)cc3)C2)c(OC)c1OC (stereo not drawn)	-2.5	-1.2	0.1	4.5	-0.5	0.7	-11.1	0.0	-1.3	-2.7	-3.2
O=C(Nc1cccn2ncnc12)c1ccccc1	2.1	1.1	-0.6	-0.6	0.2	-2.2	2.4	0.6	-1.2	-2.8	-1.9
CCOC(=O)c1cnc2c(C)cccc2c1NCCCN1CCOCC1	0.2	1.2	-0.3	-1.6	-1.5	-9.5	7.7	-0.3	-1.0	-0.2	6.3
O=C1CN(C(=O)COC(=O)c2ccc(Br)o2)c2ccccc2N1	2.6	1.0	0.9	-3.5	2.8	-16.3	16.6	1.0	-0.8	0.5	-1.1
O=C(Nc1cccc(F)c1)C1CCCN(C(=O)c2ccc(Cl)cc2)C1 (stereo not drawn)	-0.1	-1.3	-0.2	-4.8	-2.0	-6.9	-0.3	-3.1	-1.5	1.2	4.8
CC1CCCCC1NC(=O)/C=C/c1nc2ccccc2s1 (stereo not drawn)	0.0	-2.3	1.0	3.6	7.2	-37.5	4.6	0.3	-0.8	1.7	0.8
COc1ccc(C(=O)N2CCOC2CNC(=O)C(=O)NCc2ccc(Cl)cc2)cc1 (stereo not drawn)	-1.8	-0.9	-0.3	-1.4	0.5	-5.8	-4.2	-1.9	-1.1	0.1	7.7
COc1cc2nncc(SC)c2cc1OC	0.5	0.9	-0.7	-4.3	-3.0	3.0	13.6	-1.4	-0.7	4.2	0.5
O=C(COc1ccccc1)N[C@@H]1c2ccccc2CC[C@@H]1O	-0.8	0.6	-0.4	-4.1	-0.2	3.1	0.8	-1.8	-0.8	-1.4	-4.3
CC(NC(=O)c1ccco1)C(=O)Nc1nc(-c2ccccn2)cs1 (stereo not drawn)	0.3	-0.9	-0.1	-0.7	1.7	-6.5	-5.6	0.5	-1.2	-5.4	-3.3
Cc1ccc2[nH]c(C(=O)N3CCN(C(c4ccccc4)c4ccccc4)CC3)cc2c1	-0.8	-0.2	0.4	-0.3	1.5	-5.8	1.5	1.1	-0.5	0.0	-6.0
CCOC(=O)c1[nH]c(=O)[nH]c1CN(Cc1ccco1)Cc1[nH]c(=O)[nH]c1C(=O)OCC	-1.1	4.0	0.2	-2.3	-0.2	-0.9	4.3	-1.3	-1.0	0.0	-8.2
N#CCCn1c(SCC(=O)NCc2ccco2)nc2ccccc21	0.5	1.0	-0.4	0.5	-1.0	0.1	2.8	-0.5	-0.9	-0.7	-5.3
Cc1c(C)[n+](=O)c(-c2ccc(Br)cc2)c(C)n1[O-]	-1.0	0.9	0.0	-1.7	-0.7	-4.8	17.0	-1.8	-0.6	-0.9	-5.9
COc1ccc(-n2nnnc2C(c2cccc3ccccc23)N2CCN(C/C=C/c3ccccc3)CC2)cc1 (stereo not drawn)	0.1	nt	-1.1	1.6	3.2	5.1	-17.9	-1.4	-1.6	nt	7.7
Cc1cc2nc(-c3cccc(Br)c3)c(CC(C)(C)C)n2c(C)c1Br	-0.6	nt	0.6	-2.1	0.0	-0.6	-4.3	2.8	-0.2	nt	6.6
CC(C)(C)c1cc(CN2CCCCC2)cc(C(C)(C)C)c1O	-0.9	nt	0.2	-0.8	-0.9	0.6	3.0	-0.7	-0.6	nt	4.9
C/C(=N/NC(=O)c1cc(-c2cccc([N+](=O)[O-])c2)n[nH]1)c1ccc(Cl)cc1	-0.9	1.5	0.0	-4.3	-2.2	0.4	13.2	-2.0	-1.3	1.8	-23.0
O=S(=O)(NCCc1csc(-c2ccc(C(F)(F)F)cc2)n1)c1ccc2c(c1)OCCO2	-1.4	-0.4	0.7	-5.9	1.6	-4.6	-15.7	-1.8	-1.0	1.6	-4.3
